Screens from PubChem.
VHR inh abs: inhibitors of human VHR1 phosphatase (DUSP3). P51452. recombinant VHR phosphatase, pNPP absorbance. inhibition, % at 13.3 µM. 0.52% of 290,000 active. AID 1654; in the data active = inhibition above about 50%; also: some compounds called inactive have numbers as strong as hits
BoNT-A LC inh2: blocks Botulinum neurotoxin A light chain protease. inhibition, % at 10 µM. AID 588499. 0.17% of 360,000 active. multiplex microsphere protease substrate cleavage, flow cytometry; also: plate controls were buffer without enzyme for full effect and enzyme alone for no effect
PrPC TRFRET: cell surface PrPC inhibition, primary TR-FRET screen; TR-FRET read-out; 0.43% of 370,000 active; P04156; AID 720596; inhibition, % at 13.8 µM; in the data active = inhibition above about 24%; also: 0% = median of the test wells and 100% = reference compound wells
BoNT-F LC inh: blocks Botulinum neurotoxin F light chain protease; 0.22% of 360,000 active; Multiplex microsphere protease cleavage assay, flow cytometry; inhibition, % at 10 µM; in the data active = inhibition above about 35%, passing the limit was not always enough; inconclusive = no clear call, values can overlap the other calls; also: plate controls were buffer without enzyme for full effect and enzyme alone for no effect
Rv3671c inh: Rv3671c (M. tuberculosis) protease inhibition; P9WHR9; inhibition, % at 5.96 µM; 0.048% of 320,000 active; AID 2606; in the data active = inhibition above about 38%;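 also: extracellular domain of Rv3671c used as enzyme; 0% = enzyme with DMSO and 100% = no enzyme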
3CLpro inhibitor: SARS-CoV 3CLpro protease inhibition; P0C6X7; recombinant SARS-CoV 3CLpro, quenched FRET peptide cleavage; inhibition, % at 6 µM; 0.14% of 290,000 active; AID 1706; in the data active = inhibition above about 12%
SSB-PriA inh: blocks PriA binding to SSB C-terminal tail | 0.6% of 430,000 active | AlphaScreen SSBct-PriA binding, biotinylated peptide | inhibition, % at 33 µM | AID 1272365; in the data active = inhibition mostly above about 37%, no sharp cut-off; inactive = mostly below about 20%;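 also: plate controls were negative control peptide for no effect and reference peptide for full effect; strong numbers were not always called active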
Anthrax LF inh2: anthrax lethal factor protease inhibition. multiplex microsphere protease cleavage assay, LF. 0.12% of 360,000 active. inhibition, % at 10 µM; also: plate controls were buffer without enzyme for full effect and enzyme alone for no effect
Target sequence (P15917 whole entry, looked up): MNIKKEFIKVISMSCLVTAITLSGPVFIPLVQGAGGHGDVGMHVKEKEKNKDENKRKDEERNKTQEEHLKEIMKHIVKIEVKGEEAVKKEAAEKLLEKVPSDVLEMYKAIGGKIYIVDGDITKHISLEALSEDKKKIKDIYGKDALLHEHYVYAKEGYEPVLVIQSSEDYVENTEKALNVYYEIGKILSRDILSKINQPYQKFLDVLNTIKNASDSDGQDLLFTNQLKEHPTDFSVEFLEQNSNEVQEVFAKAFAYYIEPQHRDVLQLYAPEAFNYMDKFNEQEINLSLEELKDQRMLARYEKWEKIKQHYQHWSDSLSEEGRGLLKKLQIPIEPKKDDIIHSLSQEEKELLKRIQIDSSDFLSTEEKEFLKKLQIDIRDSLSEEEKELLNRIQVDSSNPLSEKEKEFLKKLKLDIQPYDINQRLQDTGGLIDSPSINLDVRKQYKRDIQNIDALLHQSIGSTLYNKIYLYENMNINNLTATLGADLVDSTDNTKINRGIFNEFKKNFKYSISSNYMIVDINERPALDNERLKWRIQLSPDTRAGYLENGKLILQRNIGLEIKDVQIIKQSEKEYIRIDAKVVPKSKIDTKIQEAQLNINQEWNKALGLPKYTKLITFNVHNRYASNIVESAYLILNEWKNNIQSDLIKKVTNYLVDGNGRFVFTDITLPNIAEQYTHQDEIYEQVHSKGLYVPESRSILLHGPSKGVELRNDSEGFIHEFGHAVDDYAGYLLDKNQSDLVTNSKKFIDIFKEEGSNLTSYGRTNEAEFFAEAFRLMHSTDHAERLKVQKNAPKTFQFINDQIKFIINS
CCHFV vOTU inh: CCHFV vOTU protease inhibition; 0.55% of 370,000 active; inhibition, % at 11.5 µM; AID 651958; Pep-AMC fluorescence; in the data active = inhibition above about 30%; also: 0% = vehicle wells with enzyme and 100% = no enzyme wells
MazEF act: activators of E. coli MazEF toxin-antitoxin RNase; P0AE70; FAM/BHQ RNA-DNA oligo cleavage fluorescence, 5 h; activation, % at 20 µM; 0.32% of 350,000 active; AID 504720; in the data active = activation above about 50%
Target sequence (P0AE70 whole entry, looked up): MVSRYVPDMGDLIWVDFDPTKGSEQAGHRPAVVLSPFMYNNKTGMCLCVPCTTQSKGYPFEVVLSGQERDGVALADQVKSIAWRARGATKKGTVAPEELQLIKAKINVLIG
* marks the source's active call; other numbers are inactive results; u = inconclusive; x = not tested or not shown; & = joins results of further samples. Rule as the data show it, unless noted: active = inhibition above about 30%; inconclusive = no clear call, values can overlap the other calls; inactive = below that. An excerpt. The share of hits here may be higher or lower than overall.

Values in the order – BoNT-A LC inh2, Anthrax LF inh2, BoNT-F LC inh, VHR inh abs, SSB-PriA inh, 3CLpro inhibitor, PrPC TRFRET, Rv3671c inh, CCHFV vOTU inh, MazEF act
- CC(=O)Nc1ccc(NC(=O)CSc2ncc(C(=O)Nc3ccc(Cl)cc3)c(=O)n2C)cc1
    -2.8, -3, -22, x, -12, x, x, 2, x, -50
- C=CCc1ccc(OCCOc2cccc3cccnc23)c(OC)c1
    0.0, -2, -2, 40, -17, 0, -3, -4, 7, -3
- CCn1c(SCC(=O)Nc2cccc(F)c2)nnc1-c1cc2cc(Br)ccc2o1
    1.0, -1, 5, 3, -3, -3, 2, 8, 0, 10
- Cc1nn(Cc2ccc(C(=O)NC(C)(C)C)o2)c(C)c1Br
    0.1, 0, -5, -8, -13, 0, 13, 2, 16, 5
- COc1ccc(C(=O)/C=C2/C(=O)Nc3ccccc32)cc1OC
    -3.2, -3, -5, 71, -2, -1, -1, 3, 5, 4
- COc1ccc(-n2c(=O)c3ccccc3c3ccccc3c2=O)c(OC)c1
    1.0, -3, -6, -1, 2, 2, -1, -2, -2, -13
- N=c1c2ccccc2nnn1-c1cccc(C(F)(F)F)c1
    -0.2, -1, -5, -2, -8, 2, 12, -7, -7, 2
- O=C(CCNC(=O)c1ccco1)NCCc1c[nH]c2ccccc12
    -0.3, -2, -2, x, -7, x, 2, 7, 6, 13
- CN(C)c1nc(-c2ccccc2)c2cc(Cl)ccc2n1
    14, 6, 4, 63, -56, -1, 1, 8, -14, 5
- COc1cc2c(cc1OC)CN(CC(=O)NC(=O)NC1CCCCC1)CC2
    1.0, 5, 5, -2, 9, -2, -2, 3, -16, 6
- COc1ccc(-c2[nH]ncc2CN2CCC(c3ccncc3)CC2)cc1F
    -0.6, -2, -3, 8, -4, 2, -6, 2, 6, 13
- O=C(Cn1nc(-c2ccccc2)ccc1=O)Nc1ccc(N2CCN(C(=O)c3cccs3)CC2)cc1
    0.3, -11, -27, 21, -4, -2, -12, -2, 9, -15
- Cn1nccc1C(=O)N1CCc2ccccc21
    -0.7, -1, -9, 3, -4, -4, -3, -10, 7, -2
- CC(C)(C)n1ncc2c(=O)n(CC(=O)N3CCN(c4ccccc4)CC3)cnc21
    -0.3, -2, -2, 10, 3, 1, -7, x, 12, -2
- N#Cc1nc(COc2ccccc2Cl)oc1NCc1ccco1
    -1.3, -7, 0, 15, 9, -4, -3, 4, -18, -5
- CC(C)N(C)c1ncnc2c1ncn2[C@H]1CN(Cc2cccs2)C[C@@H](CO)O1
    -0.1, 0, 0, x, x, x, 0, x, -13, x
- COc1ccccc1CNC(=O)C1CCN(S(=O)(=O)c2ccc3nc4c(c(C(=O)O)c3c2)CCCC4)CC1
    1.6, 0, 1, -6, -17, 1, 8, 2, 0, 7
- CC1=C(C(=O)N(C)C)C(c2ccccc2OC(F)F)NC(=O)N1 (centres undefined)
    0.2, -4, -5, 13, -20, -1, -11, 9, -6, 0
- COc1ccc(N(CC(=O)NCc2ccc(Cl)cc2)S(=O)(=O)c2c(C)noc2C)cc1
    0.3, -3, 7, -1, -7, 3, 2, -1, 2, -21
- C=CC[n+]1c(-c2ccc(C)cc2)csc1Nc1c(C)n(C)n(-c2ccccc2)c1=O
    -0.5, 1, -8, 18, 10, 0, 7, 4, -3, 7
- NC(=O)c1ccsc1NC(=O)COC(=O)c1ccccc1NCc1ccco1
    -1.3, 0, -18, 6, -17, -2, -2, -18, -8, 34
- C[C@H](NC(=O)c1nc[nH]c1C(=O)N[C@H](C)c1ccccc1)C(=O)OC(C)(C)C
    -1.0, 1, 2, 14, -6, 0, 9, 9, 18, 7
- CCN(CCS(=O)(=O)c1ccc(Cl)cc1)C(=O)Nc1ccccc1
    -2.1, 18, u, -6, -6, 2, -1, 7, 0, 10
- COc1cccc(NC(=O)CSc2nc3ccccc3c(=O)n2Cc2cccs2)c1
    -0.6, -3, -6, -5, -3, -3, 9, -43, 1, -14
- CCC(C(=O)N1CC2(C)CC1CC(C)(C)C2)N1C(=O)c2ccccc2C1=O (centres undefined)
    -0.6, 0, 3, -29, -5, 3, -24, -4, 4, 0
- Cc1c(Cc2ccc3c(c2)OCO3)sc(NC(=O)c2cccc3ccccc23)c1C(N)=O
    -0.2, -3, 2, 8, 5, -1, 4, -66, -4, -11
- COc1ccc(NC(=O)CN(C)C(=O)c2cccnc2Sc2ccc(C)c(C)c2)cc1
    x, x, x, x, -1, x, 2, 2, -7, 0
- CCCc1cc(-c2n[nH]c(=S)n2CC(C)C)cs1
    -0.6, 1, -10, -11, -1, -2, 1, 8, 23, 4
- CCc1ccc(NC(=O)C(C)OC(=O)C2CCC(=O)N2)cc1 (centres undefined)
    -2.6, -6, -10, 9, -7, 1, 1, -4, 2, 5
- CCOC(=O)c1ccc(Oc2nc(NC(C)(C)C)nc(N(C)C)n2)cc1
    0.0, -4, 3, -11, -16, 5, 16, -6, 8, -7
- COc1ccc(Nc2nc3cc(-c4ccccc4C)sc3c(=O)n2C)cc1OC
    0.1, -5, 1, x, x, x, -4, x, -2, x
- CC(C)(C)OC(=O)N1CCC(C(=O)NCC2CCCO2)CC1 (centres undefined)
    -3.5, 6, -56, 18, 4, -6, -1, 4, -3, -14
- Cc1cc(C)cc(OCCNS(=O)(=O)c2cccs2)c1
    -2.9, -3, -8, -11, -6&-25, -2, 6, -4, -1, 7
- COc1cccc(NC(=O)C2CCN(c3ncccn3)CC2)c1
    -0.5, 0, -1, 1, -11, -5, 4, -16, -1, 7
- O=C(CNC(=O)C1COc2ccccc2O1)N/N=C/c1ccc([N+](=O)[O-])cc1 (centres undefined)
    0.3, 0, -2, 15, x, -5, -22, -3, 10, 13
- COc1cc(CN2CCNC(=O)C2CC(=O)N(C)Cc2ncc[nH]2)cc(OC)c1 (centres undefined)
    0.9, 0, -4, 13, 1, 0, -3, 3, 6, 4
- O=C1NC(c2cccs2)Nc2ccccc21 (centres undefined)
    0.2, 3, 16, -18, 9, 2, -3, -7, -6, -5
- CC1CCc2[nH]c3ccc(C(=O)N(C)CC(=O)Nc4ccccc4Cl)cc3c2C1 (centres undefined)
    1.3, 1, -1, x, 14, x, 2, x, -1, -6
- CCN(c1ccccc1)S(=O)(=O)c1cccc(C(=O)NCCOc2ccccc2OC)c1
    -1.1, 0, 8, x, -10, x, 2, x, 13, -3
- O=[N+]([O-])c1cccc(/C=N/Nc2nc(C(Cl)(Cl)Cl)nc3ccccc23)c1
    0.3, 0, 1, -1, x, 1, 5, -5, 3, 11
- Cc1ccccc1OCc1nc(-c2cccnc2)no1
    -0.5, 2, -2, 39, -3, 1, 2, 11, -6, 6
- COc1ccc(C(=O)Nc2cccc(S(C)(=O)=O)c2)cc1
    -0.1, 0, -6, 17, -21, -2, -1, -1, 7, 0
- Cc1ccc(C(=O)CCC2CCCC2=O)cc1 (centres undefined)
    0.0, -2, 3, 13, -15, 0, -10, -3, 0, 3
- CC1CCN(c2nc3c(N)ncnc3n2[C@@H]2O[C@H](CO)[C@@H](O)[C@H]2O)CC1
    -2.7, -8, -9, -5, -20, -2, 9, 6, 2, -2
- Cc1ccc([C@H]2C[C@H](n3cc(COC(=O)c4ccccc4)nn3)[C@@H](O)CN2Cc2cccs2)cc1
    0.9, -3, -1, x, x, x, 3, x, 7, -4
- O=C(CSc1nc2ccccc2[nH]1)Nc1nc(-c2cccc(Br)c2)cs1
    -0.1, 1, -1, 13, 10, 3, 22, -188, 14, 11
- COc1ccc(/C=N/Nc2nc(C)cc(=O)[nH]2)cc1OC
    -3.6, 5, u, 19, x, 2, 3, x, 8, -1
- C/C(=N\N)c1c(-c2ccccc2)c2cc(C)ccc2[nH]c1=O
    -1.3, -4, -3, -4, x, -1, -2, 6, 3, 3
- O=C(CCNc1ccccc1)c1cccc([N+](=O)[O-])c1
    6.6, -9, 4, 17, 15, -9, -9, 2, -5, 4
- COc1ccc(-n2nc([N+](=O)[O-])c(=NCc3ccco3)n2O)cc1
    0.2, 2, -3, -13, -2, 5, -26, 8, -5, 8
- O=C(NCc1ccco1)C1CCCCC1
    -0.8, -2, -4, 12, -25, 3, 6, 3, 10, -2
- O=C(Nc1ccccc1C(F)(F)F)c1ccc(CN2CCC(Cc3ccccc3)CC2)cc1
    -0.6, -1, 8, 22, -15, -1, -1, 7, 9, -2
- CCn1c(P(C)(=O)O)nc2ccccc21
    -0.6, -2, -7, 24, -5, 1, 6, 0, -5, -4
- CC(=O)c1c(-c2ccccc2)c2cc([N+](=O)[O-])ccc2[nH]c1=O
    -0.1, -5, 0, 23, -3&-4&-10, 5, -11, -6, 5, 10
- Cc1sc2ncn(C(C)C(=O)OC3CCCCC3)c(=O)c2c1C (centres undefined)
    -0.3, -7, -10, -27, -25, 3, 5, -2, 9, 2
- COC(=O)c1ccc(-c2ccc(/C=N/NC(=O)CC3(C)OCCCO3)o2)cc1
    -0.3, -5, -4, 13, x, 0, 2, 3, -9, 2
- C[C@@H]1CN([C@@H](C)CO)C(=O)CCCn2nncc2CO[C@@H]1CN(C)S(=O)(=O)c1ccc(Cl)cc1
    0.0, 2, 0, x, x, x, 2, x, 0, 2
- Cc1cc(C)n2nc(C(=O)Nc3c(C)nn(Cc4ccc(F)cc4)c3C)cc2n1
    -0.9, -3, 4, 17, 6, -1, 4, 1, -13, -4
- CS(=O)(=O)N(CC(=O)N1CCC(C(N)=O)CC1)c1ccc(Oc2ccccc2)cc1
    -0.7, 0, -7, 26, -3, -1, -6, 0, -1, -1
- Cc1c(Cl)cccc1NC(=S)NCc1ccccc1Cl
    -0.5, -2, -4, 7, -9, 0, 1, -12, 3, -1
- CCCc1ccc(Oc2cc(N3CCOCC3)nc(-c3ccccc3)n2)cc1
    0.6, -2, -1, x, -11, 4, x, -2, x, -5
- CCCCOc1ccc(C(=O)Oc2ccc(C)nc2)cc1
    -0.4, 0, -3, -4, -9, -4, -9, 2, -10, 0

Among those listed so far, these have a CF3 group:
Values in the order – BoNT-A LC inh2, Anthrax LF inh2, BoNT-F LC inh, VHR inh abs, SSB-PriA inh, 3CLpro inhibitor, PrPC TRFRET, Rv3671c inh, CCHFV vOTU inh, MazEF act
- N=c1c2ccccc2nnn1-c1cccc(C(F)(F)F)c1
    -0.2, -1, -5, -2, -8, 2, 12, -7, -7, 2
- O=C(Nc1ccccc1C(F)(F)F)c1ccc(CN2CCC(Cc3ccccc3)CC2)cc1
    -0.6, -1, 8, 22, -15, -1, -1, 7, 9, -2
